GalR3 antag – antagonists of human GalR3 | HEK293 GalR3-CNG cAMP membrane potential fluorescence; galR3 body fused to GalR1 C-terminus | inhibition, % at 3 µM | 360,000 compounds, 0.44% hits | AID 651719;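 active = inhibition above the screen-wide average plus 3 SD, cut at about 13% in these data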;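 note: forskolin and galanin both at EC90 stimulate the cells; cAMP rise reported by CNG channel membrane potential dye signal; 0% = forskolin plus galanin with DMSO and 100% = forskolin alone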
Target sequence (O60755 1-299 limits assumed): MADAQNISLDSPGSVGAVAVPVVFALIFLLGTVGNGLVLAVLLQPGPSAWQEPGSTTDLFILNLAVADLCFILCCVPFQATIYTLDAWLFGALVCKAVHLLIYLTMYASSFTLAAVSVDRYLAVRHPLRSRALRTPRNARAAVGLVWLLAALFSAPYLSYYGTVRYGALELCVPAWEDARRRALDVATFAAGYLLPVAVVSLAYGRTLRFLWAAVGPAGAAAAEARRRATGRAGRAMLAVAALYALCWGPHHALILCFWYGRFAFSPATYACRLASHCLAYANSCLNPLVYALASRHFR
GPR7 antagonist – blocks human GPR7 receptor signaling | 290,000 compounds, 1.1% hits | inhibition, % at 4.4 µM | GPR7-expressing cells, fluorescence antagonist assay; in the data active = inhibition above about 16%, passing the limit was not always enough;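 note: cells stimulated with the agonist NPW; 0% = agonist with vehicle and 100% = vehicle without agonist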
PHOSPHO1 block – PHOSPHO1 (human) inhibition. 290,000 compounds, 1.1% hits. inhibition, % at 13.3 µM. recombinant PHOSPHO1, absorbance phosphatase assay; in the data active = inhibition above about 60%
OXTR ag – agonists of human oxytocin receptor; P30559; CHO-OTR cells, Fluo-8 calcium fluorescence; normalized: DMSO 0%, oxytocin 100%; activation, % at 3 µM; 320,000 compounds, 0.32% hits; AID 2435;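 active = activation above the mean of all tested compounds plus 3 SD, cutoff set per screening run, cut at about 20% in these data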;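 note: peak over basal fluorescence ratio from a 100 s FLIPR kinetic read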
MEKK3 PB1 HTS – MEKK3-MEK5 PB1 interaction, increase or decrease | Q99759 | bead-based flow cytometry, Alexa488-MEK5 binding to MEKK3; actives lie on both sides; 0 = blocked by unlabeled MEK5, 100 = vehicle | binding response (% of control), % at 10 µM | 290,000 compounds, 1.4% hits | AID 1529;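 active = binding response more than 3 SD above or below the average of its plate-row segment, actives on both sides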;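 note: Alexa488 bead fluorescence after subtracting the streptavidin-only scavenger bead signal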
Target sequence (Q99759 whole entry, looked up): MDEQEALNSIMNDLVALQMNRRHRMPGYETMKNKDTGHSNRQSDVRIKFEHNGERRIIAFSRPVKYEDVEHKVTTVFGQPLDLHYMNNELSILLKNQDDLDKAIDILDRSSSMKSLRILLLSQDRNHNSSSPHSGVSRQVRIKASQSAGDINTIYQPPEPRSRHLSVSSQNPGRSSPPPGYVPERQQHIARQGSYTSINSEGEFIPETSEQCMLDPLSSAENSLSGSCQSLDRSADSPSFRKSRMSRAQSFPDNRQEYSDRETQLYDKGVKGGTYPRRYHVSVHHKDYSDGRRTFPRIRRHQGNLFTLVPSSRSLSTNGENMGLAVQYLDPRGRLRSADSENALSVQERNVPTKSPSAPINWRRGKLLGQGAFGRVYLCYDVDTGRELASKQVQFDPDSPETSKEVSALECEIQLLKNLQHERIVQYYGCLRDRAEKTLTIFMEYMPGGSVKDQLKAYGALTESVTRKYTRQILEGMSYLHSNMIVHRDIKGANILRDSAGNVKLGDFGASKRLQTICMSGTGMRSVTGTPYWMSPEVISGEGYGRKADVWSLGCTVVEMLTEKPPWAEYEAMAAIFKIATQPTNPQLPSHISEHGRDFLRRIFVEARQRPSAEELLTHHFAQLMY
NALP1 inh – blocks the NALP1 inflammasome reconstituted in yeast. inhibition, % at 10 µM. AID 2071. 280,000 compounds, 0.61% hits. S. cerevisiae NALP1/ASC/caspase-1 growth, X-gal OD620, 72 h; in the data active = inhibition mostly above about 24%, no sharp cut-off; inactive = mostly below about 32%; note: some compounds called inactive have numbers as strong as hits
MEKK2wt PB1 HTS – raises or lowers MEK5 binding to wildtype human MEKK2 PB1 domain; bead flow cytometry, Alexa488-MEK5 binding to MEKK2 WT; actives lie on both sides; binding response (% of control), % at 10 µM; 290,000 compounds, 1.1% hits; in the data active = binding response below about 67% or above about 130%
V1R ag counter – V1a receptor agonism, counter-screen for OXTR agonists. P37288. CHO-V1R cells, Fluo-8 calcium fluorescence, agonist mode; 0% DMSO, 100% 3 nM vasopressin. activation, % at 3 µM. 320,000 compounds, 0.25% hits. AID 2797;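 active = activation above the mean activation of all tested compounds plus 3 SD, per screening run, cut at about 20% in these data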;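 note: signal is peak over basal fluorescence ratio across a 100 second FLIPR read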
MEKK2mut PB1 HTS – signal of MEK5 binding to mutant human MEKK2 PB1 domain | bead flow cytometry, Alexa488-MEK5 binding to MEKK2 mutant | 290,000 compounds, 0.35% hits | percent response, % at 10 µM; in the data active = percent response above about 24%, passing the limit was not always enough; note: inactives centre near 1; some results filed as inactive read as strong as hits; reference of the scale not given here
* = called active by the depositor; / = no result given; [ ] = remark or other dose.

1	COCCN(C(=O)c1ccccc1OC)c1nnc(C)s1
2	Cc1c(NC(=O)c2ccc3c(c2)OCO3)cccc1-c1nc2ccccc2o1
3	Cc1cc(C)cc(S(=O)(=O)c2cn(C)c3cc(N4CCN(C)CC4)c(F)cc3c2=O)c1
4	Cc1ccc(N(C)S(=O)(=O)c2c(C)[nH]c(C)c2C(=O)N2CCCC2)cc1
5	O=C(Cc1n[nH]c(=O)c2ccccc12)OCC(=O)c1ccc2c(c1)OCCO2
screen / no.	1	2	3	4	5
MEKK3 PB1 HTS	124	131*	103	102	101
GalR3 antag	-8	1	-3	-2	-3
GPR7 antagonist	-2	9	-10	-3	28*
PHOSPHO1 block	37	3	7	55	-16
MEKK2mut PB1 HTS	2	4	6	4	0
NALP1 inh	-3	-13	-1	6	20
V1R ag counter	0.2	1.3	-0.7	0.4	4.5
OXTR ag	1.8	0.2	-1.0	-1.0	1.8
MEKK2wt PB1 HTS	97	113	102	100	103

6	Cc1cc(C)n(CC(O)CN2C(=O)NC(C)(C)C2=O)n1 (configuration not stated)
7	Cc1onc(-c2ccccc2)c1C(=O)N1CCN(C)CC1
8	Brc1ccccc1OCCCCn1cnc2ccccc21
9	O=C1c2ccccc2C(=O)N1c1nc(-c2cccs2)cs1
10	COc1cc([N+](=O)[O-])cc(/C=N/NC(=O)C(C)Nc2cccc3ccccc23)c1O (configuration not stated)
screen / no.	6	7	8	9	10
MEKK3 PB1 HTS	104	96	103	101	115
GalR3 antag	0	1	0	1	-5
GPR7 antagonist	-1	-11	6	-19	-8
PHOSPHO1 block	9	-2	29	25	0
MEKK2mut PB1 HTS	1	-1	2	-5	0
NALP1 inh	13	5	-4	-7	-28
V1R ag counter	0.1	0.2	10	-0.7	-1.5
OXTR ag	0.7	0.3	15	-0.7	-2.4
MEKK2wt PB1 HTS	106	97	106	93	102

11	COc1ccc(C(=O)c2coc3ccc(O)c(CN4CCCCC4)c23)cc1
12	CC(=O)OCC1OC(n2ccc3ccccc32)C(OC(C)=O)C(OC(C)=O)C1OC(C)=O (configuration not stated)
13	Cc1csc(NC(=O)CCNC(=O)c2ccccc2Cl)n1
14	COc1ccc(C(=O)C2CCCN(Cc3cccn3-c3nccs3)C2)cc1F (configuration not stated)
15	NS(=O)(=O)c1cccc(NS(=O)(=O)c2ccc(/C=C/C(=O)OCC(=O)c3ccc(Br)cc3)cc2)c1
screen / no.	11	12	13	14	15
MEKK3 PB1 HTS	98	99	107	101	98
GalR3 antag	-2	1	-5	2	-4
GPR7 antagonist	-10	-3	-21	0	-5
PHOSPHO1 block	-2	8	-4	-3	34
MEKK2mut PB1 HTS	6	7	-4	-7	-13
NALP1 inh	28	-2	5	4	-12
V1R ag counter	1.6	0.5	1.4	3.4	0.8
OXTR ag	1.0	-1.1	0.2	4.6	0.3
MEKK2wt PB1 HTS	103	103	99	100	85

16	Cc1noc(C)c1S(=O)(=O)N(C)CC(=O)Nc1ccc(F)cc1
17	COc1ccc2[nH]c(C(=O)N3CCc4ccccc4C3)c(C)c2c1
18	COc1ccc([N+](=O)[O-])cc1NC(=O)Cc1c(Cl)cccc1Cl
19	CCc1ccc(CCC(=O)Nc2ccc(Br)cc2)o1
20	Cc1ccc2[nH]c(=O)c(CN(Cc3nnnn3Cc3ccccc3)C3CCCC3)cc2c1
screen / no.	16	17	18	19	20
MEKK3 PB1 HTS	98	108	102	107	94
GalR3 antag	-6	-7	-10	-7	0
GPR7 antagonist	7	-8	-5	-4	-6
PHOSPHO1 block	16	35	4	14	34
MEKK2mut PB1 HTS	0	10	10	6	-5
NALP1 inh	0	-2	-1	13	27
V1R ag counter	0.6	2.6	5.4	1.3	-0.8
OXTR ag	1.1	3.1	-2.2	-2.0	-2.1
MEKK2wt PB1 HTS	100	104	94	106	93

21	O=C(O)CCCCCNS(=O)(=O)/C=C/c1ccccc1
22	CCOc1ccccc1-c1nc(C(N)=O)c2[nH]c(=O)n(-c3ccc(F)cc3)c2n1
23	CCOC(=O)c1ccc(S(=O)(=O)Nc2ccc(N3CCOCC3)cc2)cc1
24	CC(C)(C)C(=O)N1CCC(O)(CS(=O)(=O)Cc2ccc(Cl)cc2)CC1
25	CCCn1c(SCC(=O)c2ccc3c(c2)OCCO3)nnc1C(C)C
screen / no.	21	22	23	24	25
MEKK3 PB1 HTS	101	104	101	100	104
GalR3 antag	1	3	-8	-3	-7
GPR7 antagonist	-9	-13	-18	-10	-9
PHOSPHO1 block	45	5	20	42	32
MEKK2mut PB1 HTS	-5	8	3	-2	-1
NALP1 inh	-1	6	11	3	16
V1R ag counter	1.0	1.7	2.8	-0.1	-0.2
OXTR ag	0.6	0.3	3.5	0.4	0.1
MEKK2wt PB1 HTS	103	107	103	99	103

26	C=CCn1c[n+](CC(=O)c2ccc(Br)s2)c2ccccc21
27	CCN1CCN(S(=O)(=O)c2ccc(S(=O)(=O)N(CC)Cc3ccccc3)cc2)CC1
28	O=C(c1cccs1)N1CCC(C(=O)N2CCN(Cc3ccc4c(c3)OCO4)CC2)CC1
29	COC(=O)c1sccc1NC(=O)c1ccc(C)o1
30	C=CCN1C(=O)/C(=C/C=C2/N(CC)c3ccc(S(=O)(=O)N(C)C)cc3N2CC)SC1=S
screen / no.	26	27	28	29	30
MEKK3 PB1 HTS	103	108	99	0.0*[inhibitor]	65
GalR3 antag	-3	-6	-2	-4	-9
GPR7 antagonist	-3	-12	-6	-6	-5
PHOSPHO1 block	36	-3	15	-4	12
MEKK2mut PB1 HTS	-10	5	-7	-21	-17
NALP1 inh	5	18	-14	4	0
V1R ag counter	0.2	2.0	1.2	-1.1	26*
OXTR ag	0.7	2.1	1.4	-2.2	30*
MEKK2wt PB1 HTS	106	106	92	-1.0*[inhibitor]	36*[inhibitor]

31	c1csc(-c2nc3ccccc3[nH]2)c1
32	O=C(Cn1c(C(F)(F)F)nc2ccccc21)NCCCN1CCOCC1
33	O=S(=O)(c1ccccc1Cl)N1CCCC1c1nc(-c2cccc(Cl)c2)no1 (configuration not stated)
34	CCCc1ccc(OCC(O)CN2CCN(c3ccccn3)CC2)cc1 (configuration not stated)
35	O=C(NCc1ccncc1)C12CC3CC(CC(Cl)(C3)C1)C2
screen / no.	31	32	33	34	35
MEKK3 PB1 HTS	105	104	109	102	96
GalR3 antag	9	0	0	0	3
GPR7 antagonist	-6	-11	-6	-13	-7
PHOSPHO1 block	1	1	10	12	19
MEKK2mut PB1 HTS	4	4	0	7	0
NALP1 inh	-70	-2	36	8	10
V1R ag counter	1.0	0.0	2.5	-0.1	-0.9
OXTR ag	-1.2	-0.1	0.1	-1.2	0.4
MEKK2wt PB1 HTS	108	98	107	113	97

36	CC(NC(=O)Cc1cccs1)c1ccccc1 (configuration not stated)
37	CC12CCC(c3c(C(=O)Nc4nccs4)nn(-c4ccccc4)c31)C2(C)C (configuration not stated)
38	O=C(c1ccc(-c2ccccc2)cc1)N1CCN(C(=O)c2ccco2)CC1
39	O=C(NCC1CCCO1)c1ccc(COc2ccc(Br)cc2)cc1 (configuration not stated)
40	O=C1COc2ccc(S(=O)(=O)N3CCc4ccccc43)cc2N1
screen / no.	36	37	38	39	40
MEKK3 PB1 HTS	98	99	101	91	94
GalR3 antag	-2	-7	-2	-10	-6
GPR7 antagonist	-11	-10	-1	17	-15
PHOSPHO1 block	36	-10	17	-6	43
MEKK2mut PB1 HTS	-8	-3	7	-5	1
NALP1 inh	6	23	8	43	/
V1R ag counter	0.8	-0.2	1.0	6.4	5.4
OXTR ag	0.0	-1.9	-0.6	5.8	4.4
MEKK2wt PB1 HTS	88	96	98	95	93

41	CCCNC(=O)Cn1cnc2sc(C(=O)N3CCN(c4ccc(F)cc4)CC3)c(C)c2c1=O
42	CCOC(=O)c1cccc(NC(=O)CCc2c(C)nc3ncnn3c2C)c1
43	COC(=O)c1cc(C(=O)Nc2ccc(S(N)(=O)=O)cc2)cc([N+](=O)[O-])c1
44	N#CCCN(C(=O)Nc1ccc(Cl)c(Cl)c1)c1ccccc1
45	COc1cc(C=O)c(Br)cc1OC1CCCC1
screen / no.	41	42	43	44	45
MEKK3 PB1 HTS	89	103	103	99	104
GalR3 antag	-7	-4	-2	-4	1
GPR7 antagonist	-9	1	0	1	-18
PHOSPHO1 block	2	-4	13	-6	21
MEKK2mut PB1 HTS	1	0	0	-1	4
NALP1 inh	-11	11	26	26	-11
V1R ag counter	0.2	-1.9	-0.4	7.4	-1.2
OXTR ag	0.8	-1.6	0.0	6.5	-2.1
MEKK2wt PB1 HTS	94	100	100	97	107

46	O=C(NCc1cccnc1)C1c2ccccc2C(=O)N1Cc1ccco1 (configuration not stated)
47	O=C(c1ccc2c(c1)OCCO2)N1CCCCC1
48	O=S1(=O)c2ccccc2N=NN1Cc1ccc(Cl)c(Cl)c1
49	CC(=O)Nc1ccc(N2C(=O)CC(c3ccccc3)CC2=O)cc1
50	CCCc1nnc(NC(=O)C(C)N2C(=O)C3C4C=CC(C4)C3C2=O)s1 (configuration not stated)
screen / no.	46	47	48	49	50
MEKK3 PB1 HTS	96	104	97	109	99
GalR3 antag	/	0	/	0	0
GPR7 antagonist	-14	-11	-5	-9	-10
PHOSPHO1 block	31	13	7	-30	-6
MEKK2mut PB1 HTS	3	12	4	3	-3
NALP1 inh	13	1	15	2	13
V1R ag counter	-0.8	0.2	0.3	2.3	0.5
OXTR ag	-0.8	-0.4	-1.1	0.5	-1.6
MEKK2wt PB1 HTS	102	103	96	116	91

51	Cc1ccc(C(=O)N/C(=C\c2cccs2)C(=O)NC2CCCCC2)cc1
52	CCN(CC(=O)Nc1ccc(OC)cc1)CC(=O)Nc1ccc(Cl)cc1F
53	COc1cccc(NC(=O)Cn2c(=O)n(-c3ccccc3)c(=O)c3sccc32)c1
54	CC(/C=C/c1ccc(Cl)o1)=C\C(=O)O
screen / no.	51	52	53	54
MEKK3 PB1 HTS	103	96	88	106
GalR3 antag	-1	-4	-3	2
GPR7 antagonist	3	-2	8	3
PHOSPHO1 block	36	44	-29	28
MEKK2mut PB1 HTS	3	-13	-4	4
NALP1 inh	15	-3	-10	3
V1R ag counter	-1.4	1.6	-0.4	2.0
OXTR ag	-1.6	1.4	-0.4	0.2
MEKK2wt PB1 HTS	103	88	91	105

Assay outcomes from PubChem BioAssay.
